CAL PDZ FP-1: inhibitors of human CAL PDZ peptide binding; AID 602252; inhibition, % at 24.9 µM; 300,000 compounds, 0.92% hits; purified CAL PDZ, TMR-peptide fluorescence polarization, 1 h;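 active = mean inhibition of at least 30% with at least half of replicates also reaching 30%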;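 also: 0% = DMSO neutral control and 100% = excess unlabeled competitor peptide PRC23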
NSD2 HMT inh: inhibitors of human histone methyltransferase NSD2; O96028; NSD2 peptide methylation, AlphaScreen, 120 min; inhibition, % at 12.5 µM; 310,000 compounds, 0.54% hits; in the data active = inhibition above about 50%
C-LANA FP: blocks KSHV LANA C-terminal domain binding to DNA | MBP-C-LANA/FAM-LBS DNA binding, fluorescence polarization | AID 504423 | 340,000 compounds, 0.078% hits | inhibition, % at 9 µM;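 active = highest replicate inhibition at or above 60% at 9 µM, even if other replicates fall short; inactive = all replicates below 60% inhibition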;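 also: 0% = neutral control wells and 100% = 4 µM acridine orange control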
V-ATPase pHluor: yeast V-ATPase proton transport regulation by pHLuorin; S. cerevisiae, pHLuorin cytosolic pH fluorescence; response, % at 10 µM; 350,000 compounds, 0.37% hits; AID 504577; in the data active = response mostly above about 7.3%, no sharp cut-off; inactive = mostly below about 5.4%; also: actives read high; inactives centre near 0; some compounds called inactive have numbers as strong as hits
CAL PDZ FP-2: human CAL PDZ-peptide interaction inhibition; Q9HD26; purified CAL PDZ, TMR-peptide fluorescence polarization, 1 h; inhibition, % at 20 µM; 330,000 compounds, 0.02% hits; AID 504414;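 active = highest replicate inhibition of at least 40%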;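 also: plate controls were DMSO neutral control wells for no effect and unlabeled competitor peptide control wells for full effect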
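Test system: tagged CAL PDZ domain / Buffer or medium: sodium phosphate/NaCl buffer pH 7.4 with TCEP, IgG, Thesit / Reagent: TMR-labelled reporter peptide T*-PRC34 bound in PDZ groove / Compound dosing: single point, 20 µM / Schedule: 1 h incubation at room temperature before polarization reading / Technique: fluorescence polarization (mP) / Benchmarks: unlabelled peptide, DMSO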
Arrestin-AP2 inh: human beta-arrestin and AP2 interaction inhibition. FITC-arrestin peptide / GST-AP2 beads, flow cytometry; AP2 beta2 appendage carries R879A mutation. inhibition, % at 10 µM. 340,000 compounds, 0.31% hits;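 active = inhibition above a set limit, near 3 SD of compounds lacking own fluorescence, cut at about 54% in these data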;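 also: plate controls were DMSO wells for no effect and 5 µM unlabelled arrestin peptide for full effect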
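Assay system: GST-AP2 R879A bound to glutathione beads, E. coli-expressed; Medium: PBS with 0.05% Tween 20 and 0.1% BSA; Also added: fluorescein-tagged arrestin peptide at 50 nM final; Timing: 12 min plus 1 h, RT; Measured by: flow cytometry, FL1 (488/535 nm); Evaluation: percent drop in bead-associated FITC signal.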
Pemphigus Ab inh: inhibitors of pemphigus antibody binding to human desmoglein-3; P32926; DSG3-coupled beads, scFv-anti-DSG3-GFP binding, flow cytometry; active compounds read low; binding (percent of control), % at 10 µM; 310,000 compounds, 0.48% hits; AID 588358;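 active = binding more than 3 SD below its plate's average and above zero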;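 also: hits lower antibody fragment binding to DSG3; some compounds called inactive have numbers as strong as hits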
Target sequence (P32926 whole entry, looked up, the tested form may be a part): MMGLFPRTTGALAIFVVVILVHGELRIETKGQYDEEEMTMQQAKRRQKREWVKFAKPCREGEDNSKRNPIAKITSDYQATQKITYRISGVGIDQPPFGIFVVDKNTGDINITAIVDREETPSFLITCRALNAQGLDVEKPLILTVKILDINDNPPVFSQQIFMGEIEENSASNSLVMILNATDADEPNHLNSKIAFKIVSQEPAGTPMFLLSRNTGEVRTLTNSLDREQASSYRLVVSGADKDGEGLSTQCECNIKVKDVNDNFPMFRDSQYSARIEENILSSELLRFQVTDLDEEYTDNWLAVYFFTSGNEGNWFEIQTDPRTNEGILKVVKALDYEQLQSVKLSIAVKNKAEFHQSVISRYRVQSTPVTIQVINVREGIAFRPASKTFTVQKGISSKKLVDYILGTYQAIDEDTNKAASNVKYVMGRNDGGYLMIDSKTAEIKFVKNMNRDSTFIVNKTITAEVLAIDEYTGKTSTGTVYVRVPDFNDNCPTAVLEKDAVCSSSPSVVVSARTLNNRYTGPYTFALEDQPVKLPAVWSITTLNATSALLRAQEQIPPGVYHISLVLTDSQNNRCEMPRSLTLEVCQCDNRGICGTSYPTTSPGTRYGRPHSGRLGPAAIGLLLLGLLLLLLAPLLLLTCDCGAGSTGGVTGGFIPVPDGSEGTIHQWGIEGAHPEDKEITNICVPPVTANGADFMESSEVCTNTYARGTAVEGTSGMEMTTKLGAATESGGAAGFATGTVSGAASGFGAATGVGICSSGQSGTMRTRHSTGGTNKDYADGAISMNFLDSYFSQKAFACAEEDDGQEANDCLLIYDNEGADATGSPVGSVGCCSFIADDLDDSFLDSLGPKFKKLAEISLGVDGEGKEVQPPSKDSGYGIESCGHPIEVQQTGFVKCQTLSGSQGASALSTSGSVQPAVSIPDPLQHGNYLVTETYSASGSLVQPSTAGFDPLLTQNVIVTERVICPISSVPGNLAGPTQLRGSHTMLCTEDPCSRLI
Keap1 Nrf2 FP: disrupts human Keap1 binding to Nrf2 peptide; Q14145; Keap1 Kelch-Nrf2 peptide fluorescence polarization, 1536-well; inhibition, % at 9.4 µM; 340,000 compounds, 0.15% hits; in the data active = inhibition above about 12%;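 also: human Keap1 Kelch domain with fluorescein labeled Nrf2 9mer peptide probe; 0% = neutral control wells and 100% = peptide positive control; higher means more block of Keap1 binding to Nrf2 peptide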
RTF Ca sens inh: cardiac RTF calcium desensitization | P19429+P45379 | IANBD-labeled cardiac RTF, Ca2+ fluorescence | inhibition, % at 7.15 µM | 340,000 compounds, 0.12% hits | AID 493244;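 active = inhibition above the mean inhibition of all tested compounds plus 3 SD, cut at about 17% in these data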;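 also: assay run at fixed EC70 calcium of 1.6 mM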
DAGLB inh: blocks human DAGLB lipase activity. HEK293T DAGLB membrane lysate, EnzChek fluorogenic substrate. 340,000 compounds, 0.059% hits. AID 504411. Q8NCG7. inhibition, % at 5.17 µM; in the data active = inhibition above about 34%;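 also: 0% = enzyme with vehicle and 100% = wells lacking enzyme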
An asterisk follows results filed as active; · = no result given. Not all compounds are listed, so the mix of outcomes need not match the whole.

SMILES	CAL PDZ FP-1	NSD2 HMT inh	C-LANA FP	V-ATPase pHluor	CAL PDZ FP-2	Arrestin-AP2 inh	Pemphigus Ab inh	Keap1 Nrf2 FP	RTF Ca sens inh	DAGLB inh
CCCN1C(=O)/C(=C/c2ccc(OCC(=O)OCC)cc2)NC1=S	·	1	-0.4	1	-0.7	22	106	2	-1	-4
CCCN(CC1CC1)C(=O)COC(=O)c1ccc(CNS(=O)(=O)c2ccc(F)c(Cl)c2)cc1	0	-2	-0.7	-2	-1.9	·	107	-4	-6	-8
Cc1ccc(C2CC2C(=O)NNC(=S)Nc2ccc(Cl)cc2)cc1 (configuration not stated)	-2	0	-1.7	-4	-0.8	11	104	-4	2	0
CCCCc1nnc(NC(=O)CSCc2cc(=O)n3c(C)csc3n2)s1	-2	0	0.5	3	-1.5	-2	·	0	-10	1
COc1ccc(N2CCN(c3cc(C)c4ccc(C)cc4n3)CC2)cc1	0	-6	0.1	-3	-0.6	0	·	-4	2	-7
COc1ccc(C2C(C(=O)NCc3ccco3)c3ccccc3C(=O)N2C)cc1 (configuration not stated)	1	1	0.2	-1	0.1	44	114	-2	-1	-1
Cc1ccc(-c2nnn(CC(=O)N(Cc3ccccc3)C(C(=O)NC(C)(C)C)c3ccncc3)n2)o1 (configuration not stated)	·	2	-0.2	0	-2.9	4	94	-8	-2	1
CCCCn1[nH]c(-c2ccccc2)cc1=O	-2	-1	-2.0	-1	-1.9	28	123	0	1	7
CCCCCOc1ccc(C(=O)CCC(=O)NC(C)c2ccc(S(N)(=O)=O)cc2)cc1 (configuration not stated)	0	4	-0.3	-1	-0.5	-4	110	-2	2	0
Clc1ccc(-c2nc(NCCN3CCOCC3)c3ccccc3n2)cc1	-6	8	0.6	-2	-4.5	-4	101	2	-5	0
CCc1cc(=O)oc2cc(C)c(CN3CCCC3)c(O)c12	·	7	0.8	-1	0.3	30	102	-2	0	5
COc1ccc(C2N=C(N)N=C(N)N2c2ccc(C)cc2)cc1 (configuration not stated)	-2	0	1.5	-1	-1.8	10	81	2	-1	1
S=c1[nH]nc(-c2cccnc2)n1/N=C/c1ccc(Br)s1	-4	0	2.8	-1	-0.8	-2	105	-1	-13	4
COc1cccc(-n2c(SCC(=O)N3c4ccccc4CC3C)nnc2-c2ccco2)c1 (configuration not stated)	2	0	-0.8	6	-2.0	8	98	0	-5	-2
COc1ccccc1C(=O)Nc1ccccc1N1CCCCC1	7	-4	-4.6	-1	0.1	39	96	1	4	-10
CC(C(=O)NC1CCCCCC1)N(c1ccccc1)S(C)(=O)=O (configuration not stated)	-1	·	3.0	2	-0.7	-3	·	-3	-3	2
C=CCC[C@H](Cc1ccc(F)cc1)C(=O)OC[C@H](C)NC(=O)[C@H](CC=C)CC(=O)N(CCO)Cc1ccccc1	-6	·	0.7	-5	-1.0	32	104	2	6	-1
CC(C)c1ccc(NC(=O)C2CCCN2S(=O)(=O)c2ccccc2F)cc1 (configuration not stated)	-5	-1	-2.6	-4	-2.2	1	102	2	-1	-1
CC(=O)c1cccc(NC(=O)COc2ccc(S(=O)(=O)N3CCOCC3)cc2)c1	-3	-1	0.0	0	-3.2	4	106	0	-2	0
COc1ccc(C)cc1S(=O)(=O)N1CCCC(C(=O)N2CCN(c3ccccc3F)CC2)C1 (configuration not stated)	-5	-2	-1.0	1	-3.0	7	112	-3	-4	1
C/C(=N/O)c1cc(C(C)(C)C)c(O)c(C(C)(C)C)c1	-3	-6	-2.1	-7	-0.5	35	98	-2	10	-4
O=C1CNC(=S)N1Cc1ccccc1Cl	1	0	1.1	2	-0.3	-9	97	-1	-2	-2
Cc1nn(CC(=O)O)c(C)c1[N+](=O)[O-]	4	-1	0.1	-3	-0.1	3	103	-3	-10	-2
O=C(NCCN1CCOCC1)N1CCOCC1	-4	-2	4.2	-2	-0.7	1	105	-4	5	1
CC(CCc1ccccc1)NC(=O)c1ccc(Br)cc1 (configuration not stated)	·	1	0.3	-4	0.5	-1	103	-5	-12	-9

Sorted by count of non-hydrogen atoms (high to low): some entries from above
SMILES	CAL PDZ FP-1	NSD2 HMT inh	C-LANA FP	V-ATPase pHluor	CAL PDZ FP-2	Arrestin-AP2 inh	Pemphigus Ab inh	Keap1 Nrf2 FP	RTF Ca sens inh	DAGLB inh
CCCN(CC1CC1)C(=O)COC(=O)c1ccc(CNS(=O)(=O)c2ccc(F)c(Cl)c2)cc1	0	-2	-0.7	-2	-1.9	·	107	-4	-6	-8
COc1cccc(-n2c(SCC(=O)N3c4ccccc4CC3C)nnc2-c2ccco2)c1 (configuration not stated)	2	0	-0.8	6	-2.0	8	98	0	-5	-2
CCCCCOc1ccc(C(=O)CCC(=O)NC(C)c2ccc(S(N)(=O)=O)cc2)cc1 (configuration not stated)	0	4	-0.3	-1	-0.5	-4	110	-2	2	0
COc1ccc(C2C(C(=O)NCc3ccco3)c3ccccc3C(=O)N2C)cc1 (configuration not stated)	1	1	0.2	-1	0.1	44	114	-2	-1	-1
COc1ccc(N2CCN(c3cc(C)c4ccc(C)cc4n3)CC2)cc1	0	-6	0.1	-3	-0.6	0	·	-4	2	-7
COc1ccc(C2N=C(N)N=C(N)N2c2ccc(C)cc2)cc1 (configuration not stated)	-2	0	1.5	-1	-1.8	10	81	2	-1	1
CCc1cc(=O)oc2cc(C)c(CN3CCCC3)c(O)c12	·	7	0.8	-1	0.3	30	102	-2	0	5
CC(CCc1ccccc1)NC(=O)c1ccc(Br)cc1 (configuration not stated)	·	1	0.3	-4	0.5	-1	103	-5	-12	-9
CCCCn1[nH]c(-c2ccccc2)cc1=O	-2	-1	-2.0	-1	-1.9	28	123	0	1	7
O=C1CNC(=S)N1Cc1ccccc1Cl	1	0	1.1	2	-0.3	-9	97	-1	-2	-2

Other records follow:
SMILES	CAL PDZ FP-1	NSD2 HMT inh	C-LANA FP	V-ATPase pHluor	CAL PDZ FP-2	Arrestin-AP2 inh	Pemphigus Ab inh	Keap1 Nrf2 FP	RTF Ca sens inh	DAGLB inh
CN1C(=O)CS(=O)c2ccc(C(=O)NCCC3=CCCCC3)cc21 (configuration not stated)	·	·	0.3	1	-1.4	5	108	-1	-8	-4
Cc1cc(=O)[nH]c2ccc(S(=O)(=O)Nc3ccc(O)cc3)cc12	-17	2	0.1	-5	-0.5	-6	106	3	-7	3
COc1ccccc1N(CC(=O)NCCSCc1ccccc1Cl)S(C)(=O)=O	-1	2	0.3	1	-1.9	6	97	-4	-8	-2
COc1ccc2[nH]c3c(c2c1)CCN1C(=O)N([C@@H](C)C(=O)NCc2ccccc2)C(=O)[C@]31C	6	·	-0.5	-2	-0.1	-1	93	-2	4	-2
CC(=O)c1ccc(N2CCN(C(=O)CCCn3c(=O)[nH]c4ccsc4c3=O)CC2)cc1	·	-4	0.1	-3	-0.9	33	·	2	-6	1
O=C(c1ccsc1)N1CCCC(Nc2cccc(F)c2)C1 (configuration not stated)	-4	1	-0.5	5	-1.9	-6	115	1	-2	-1
O=C(CCC1CCCC1)NC1CCCCC1	0	-3	0.8	-1	0.4	-5	108	-8	-3	-2
O=C(O)CC12CC3CC(C1)CC(n1ncc(NCc4ccco4)c(Cl)c1=O)(C3)C2	0	1	11	0	-0.4	0	102	1	5	2
CCCCCC(=O)Nc1cc(S(=O)(=O)N2CCOCC2)ccc1N1CCCC1	-2	13	-0.4	10	-1.6	-4	106	0	-9	0
COc1cc(OC)cc(C(=O)n2cnnc2N)c1	-1	-2	0.4	0	0.0	-2	100	1	-7	-3
Cc1ccc(Cn2ccc(NC(=O)c3cc(-c4ccc(F)cc4)on3)n2)cc1	-2	-1	1.6	-3	-2.0	16	99	-1	-21	-1
COC(=O)c1cc2c([nH]c1=O)CCCC2=O	-2	·	1.6	5	0.5	1	103	-1	-5	-4
COc1ccc(NC(=O)CSc2nnc(Cn3cnc4ccccc43)n2C)cc1	-2	-4	-0.8	3	-2.0	-7	105	-2	-12	-1
Cc1ccccc1C1CC(c2ccc(Br)cc2)Nc2nc(N)nn21 (configuration not stated)	·	·	-0.2	-3	-1.7	-9	99	-4	0	5
COc1ccc(CCNC(=O)C2CCN(S(=O)(=O)c3ccc(NC(C)=O)cc3)CC2)cc1OC	·	0	-2.7	1	-1.1	-2	106	7	0	0
O=C(COC(=O)c1n[nH]c2ccccc12)Nc1ccccc1F	-1	-2	-2.0	2	-1.8	1	95	-2	-6	-2
CCOc1ccc(C(=O)c2cccs2)cc1	2	·	-1.6	0	-3.3	35	90	4	-7	-3
COc1ccc(CNC(=O)C2CCN(c3cc(C(=O)Nc4cccc(OC)c4)ccn3)CC2)cc1	-4	-4	1.3	1	-2.8	-5	92	4	2	-1
Cc1ccc(S(=O)(=O)NC2CC(C)(C)N(O)C(C)(C)C2)cc1	-3	-3	0.3	-1	0.6	2	112	-8	-6	-4
O=C(CN(C(=O)Cn1nnc(-c2ccc(F)cc2)n1)c1cccc(F)c1)NC1CCCC1	-10	0	0.2	3	-1.3	23	99	0	0	-3
CCCC(=O)Nc1ccccc1N1CCN(C(=O)C(C)C)CC1	-9	-2	-1.9	-2	·	23	107	-2	-6	0
FC(F)(F)c1nnc2sc(-c3ccccn3)nn12	-1	-1	-0.3	-1	-0.8	27	101	2	11	-1
CC(C)CC(NC(=O)c1ccc(Cl)cc1)C(=O)O (configuration not stated)	3	-1	0.3	·	-1.7	-3	98	-1	-3	0
COc1cc(-c2nc3ccc(N4CCN(C)CC4)cc3[nH]2)cc(OC)c1OC	-3	·	-2.1	-3	-0.8	46	119	0	-3	1
Cc1c[n+](CC(=O)c2ccccc2)cs1	2	-2	1.0	0	-0.4	6	107	-5	-5	0
CSc1cccc(NC(=O)C(=O)NCc2ccccc2)c1	-1	-1	-1.5	2	-0.3	11	95	3	·	·
Cc1c(Nc2ncnc3nc[nH]c23)c(=O)n(-c2ccccc2)n1C	·	·	-0.5	-2	-0.9	21	96	-4	-9	-2
COc1ccc2cc(CN(CCO)C(=O)c3ccccc3F)c(=O)[nH]c2c1	-4	1	0.4	0	-0.1	21	97	-4	-2	-1
Cc1ccc(CNC(=O)CN2C(=O)NC3(CCCC3)C2=O)cc1	1	-2	-4.4	-4	-0.9	-2	89	3	-6	-1
CCN(CC)Cc1c(C(=O)N/N=C/c2c(Cl)cccc2Cl)nnn1-c1nonc1N	-3	1	-0.3	0	0.7	-15	·	0	-14	-1
